Screens from PubChem BioAssay.
HDAC3 inhib: blocks human histone deacetylase 3; inhibition, % at 8.3 µM; AID 2718; recombinant HDAC3, fluorogenic peptide/trypsin coupled, fluorescence; 320,000 compounds, 0.15% hits; in the data active = inhibition above about 26%, passing the limit was not always enough; inconclusive = no clear call, values can overlap the other calls
Target sequence (O15379 whole entry, looked up): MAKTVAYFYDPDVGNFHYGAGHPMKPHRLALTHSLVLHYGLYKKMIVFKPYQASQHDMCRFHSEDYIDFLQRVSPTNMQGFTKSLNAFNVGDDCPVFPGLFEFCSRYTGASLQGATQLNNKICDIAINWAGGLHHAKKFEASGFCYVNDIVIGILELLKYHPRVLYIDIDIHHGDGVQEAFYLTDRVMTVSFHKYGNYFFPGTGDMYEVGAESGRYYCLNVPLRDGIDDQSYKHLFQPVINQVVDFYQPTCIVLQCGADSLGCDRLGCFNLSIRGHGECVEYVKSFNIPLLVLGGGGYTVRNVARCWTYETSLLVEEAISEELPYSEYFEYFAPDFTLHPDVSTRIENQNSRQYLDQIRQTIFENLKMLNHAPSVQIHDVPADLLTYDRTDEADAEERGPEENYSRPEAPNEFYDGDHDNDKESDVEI
TMEM16A act: mouse TMEM16A channel activation, primary screen; Q8BHY3; HEK293 TMEM16A/YFP-H148Q/I152L, iodide quench fluorescence; active compounds read low; B-score at 10 µM; 340,000 compounds, 0.3% hits; AID 623877;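 active = fluorescence-ratio B-score plate-corrected deviation score at least 3 library SD below zero, with starting fluorescence score within 5 deviations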;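 note: channel opened by trigger with iodide after compound preincubation; score built on the fluorescence ratio of max minus min over baseline; more negative score means more quench and so TMEM16A activation or potentiation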
KCNK3 block: human KCNK3 channel inhibition, primary screen; O14649; CHO-KCNK3 thallium flux, FluxOR fluorescence; active compounds read low; B-score at 10 µM; 340,000 compounds, 0.84% hits; AID 602410;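 active = B-score under library mean minus 4 SD, starting fluorescence ratio at most library mean plus 5 SD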;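 note: more negative B-score means stronger inhibition of thallium flux through KCNK3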
Target sequence (O14649 whole entry, looked up): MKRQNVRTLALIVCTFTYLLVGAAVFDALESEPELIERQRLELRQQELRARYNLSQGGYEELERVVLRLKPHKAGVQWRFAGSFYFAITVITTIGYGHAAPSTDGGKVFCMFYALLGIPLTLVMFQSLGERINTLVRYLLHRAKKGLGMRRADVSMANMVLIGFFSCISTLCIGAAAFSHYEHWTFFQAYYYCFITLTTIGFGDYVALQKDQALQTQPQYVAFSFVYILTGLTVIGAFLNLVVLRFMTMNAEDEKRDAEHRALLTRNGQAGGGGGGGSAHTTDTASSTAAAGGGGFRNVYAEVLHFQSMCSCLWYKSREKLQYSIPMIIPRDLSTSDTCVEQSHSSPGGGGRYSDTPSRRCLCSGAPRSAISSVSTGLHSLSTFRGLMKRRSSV
Starred values were filed as active, the others as inactive; i = inactive; ? = inconclusive. An excerpt. The share of hits here may be higher or lower than overall.

Every second line gives: HDAC3 inhib | TMEM16A act | KCNK3 block
C[C@@H](OC(=O)c1[nH]cnc1C(=O)NCc1ccc(CNC(=O)OC(C)(C)C)cc1)c1ccccc1
    21 | i | i
CCCCNc1c(-c2ccc(-c3ccc(C(C)=O)cc3)c(OC)c2)nc2cc(C)ccn12
    18 | i | i
C=CC[C@@H](CC(=O)N(CCO)Cc1ccccc1)C(=O)NC[C@@H](OC(=O)[C@@H](CC=C)Cc1ccc(F)cc1)c1ccccc1
    -8 | i | i
OC/C(Br)=C(\Br)CO
    -5 | i | i
CCOc1ccc(S(=O)(=O)N2CCN(C(=O)C3CC3C)CC2)cc1 (stereo not drawn)
    2 | i | i
CCOc1ccccc1C(=O)NCC(=O)Nc1ccc2c(c1)OCO2
    3 | i | i
O=C(CNC(=O)c1cccc([N+](=O)[O-])c1)NC1CCCc2ccccc21 (stereo not drawn)
    2 | i | i
COc1cccc(-c2csc3ncnc(Sc4nnnn4C)c23)c1
    -3 | i | i
CC(OC(=O)c1cc2ccccc2[nH]1)C(=O)N(C)c1ccccc1 (stereo not drawn)
    -8 | i | i
O=C(CN1CCN(C(=O)c2ccccc2)CC1)Nc1cc(S(=O)(=O)N2CCCC2)ccc1Cl
    1 | i | i
COc1ccc2sc(-c3ccc(S(C)(=O)=O)cc3)c(-c3ccc(C(N)=O)cc3)c2c1
    -5 | i | i
N#Cc1ccccc1OCC(=O)Nc1ccc(S(=O)(=O)N2CCOCC2)cc1
    -1 | i | i
COc1ccc(C=NNC(=O)c2ccccc2OCc2ccc(F)cc2)c(OC)c1
    2 | i | -9.9*
CCCCCC#CCN1CCN(C23CC4CC(CC(C4)C2)C3)CC1
    7 | i | i
O=C(COC(=O)c1ccccc1F)NC(=O)NC1CCCC1
    -2 | i | i
CCN1CCN(c2ccc(S(=O)(=O)N3CCOCC3)cc2NC(=O)c2cccc([N+](=O)[O-])c2)CC1
    8 | i | i
Cc1ccc(C(=O)OCC(=O)Nc2ccccc2)cc1S(=O)(=O)N1CCCCC1
    4 | i | i
Cc1ccccc1-c1cc(C(=O)NCC2CC2)n(CC2CC(c3cccnc3)=NO2)n1 (stereo not drawn)
    -1 | i | i
COC(=O)[C@@H]1OC(=O)[C@H]2O[C@@]23[C@@]1(C)CC[C@@H]1[C@@]2(C)C=CC(=O)OC(C)(C)[C@@H]2CC(=O)[C@]13C
    -1 | i | i
O=C1CC(N2CCN(S(=O)(=O)c3ccccc3F)CC2)C(=O)N1c1ccccc1Cl (stereo not drawn)
    0 | i | i
COc1ccc(-c2c(-c3cc(OC)cc(OC)c3)n(C)c3ccc(-c4ccc(OC)cc4F)cc23)cc1
    3 | i | i
COc1ccc(Br)c(C(=O)OCC(=O)N2CCc3ccccc32)c1
    2 | i | i
CN(CC(=O)Nc1ccc2c(c1)OCO2)CC(=O)Nc1ccc(F)c(F)c1F
    2 | i | i
COc1ccccc1NC(=O)COc1ccc(C(=O)NCc2ccccc2)cc1OC
    5 | i | i
CN(C)S(=O)(=O)c1ccc(N2CCOCC2)c(C(=O)NCc2ccc3c(c2)OCO3)c1
    4 | i | i
O=[N+]([O-])c1ccc(Cl)c(S(=O)(=O)NCCc2ccccn2)c1
    2 | i | i
Cn1c(SCC(=O)Nc2ccc3c(c2)OCCO3)nnc1C(F)(F)F
    1 | i | i
C[C@H](NC(=O)c1ccco1)C(=O)NNC(=O)c1ccc(F)cc1
    -1 | i | i
Cc1ccc(C2(C)NC(=O)N(CC(=O)N3CCc4ccccc43)C2=O)cc1 (stereo not drawn)
    -6 | i | i
N#CCCN1CCN(S(=O)(=O)c2ccc(C3CCCCC3)cc2)CC1
    ? | i | i

More structures.
Every second line gives: HDAC3 inhib | TMEM16A act | KCNK3 block
Cc1ccc(C(=O)NNC(=O)c2ccc(S(=O)(=O)N3CCCCC3)cc2)cc1
    -3 | i | i
CCOc1ccc(-c2nnc(SCC(=O)NC3CC3)o2)cc1
    -1 | i | i
COc1cc(C)c(CN2CCN(CC(=O)Nc3ccccc3C(=O)NC3CC3)CC2)cc1OC
    -3 | i | i
COc1ccc2c(CC(=O)NNC(=O)c3ccc(C)cc3)coc2c1
    -3 | i | i
COCc1cc(=O)c2ccccc2o1
    -6 | i | i
Cc1ccsc1CN(C)CC(=O)NCC(=O)Nc1ccc(F)cc1
    -1 | i | i
COc1ccc(S(N)(=O)=O)cc1C(=O)OCCCC(=O)c1ccccc1
    0 | i | i
Cc1ccc(C)c(OCC(=O)N(C)CC(=O)Nc2ccc(Cl)c(C(F)(F)F)c2)c1
    19 | i | i
Cc1nc2ccc(NS(=O)(=O)c3cccc([N+](=O)[O-])c3)cc2s1
    2 | i | i
CC(OC(=O)c1ccco1)C(=O)Nc1nc(-c2ccccc2)cs1 (stereo not drawn)
    5 | i | i
O=C(CNC(=O)c1ccc(Br)o1)NNC(=O)c1n[nH]c(=O)c2ccccc12
    5 | i | i
O=C1N(c2ccccc2C(F)(F)F)O[C@@]1(c1ccccc1)C1CCCC1
    8 | i | i
O=C(OCCN1C(=O)c2ccccc2C1=O)[C@@H]1CC(O)CN1S(=O)(=O)c1ccccc1[N+](=O)[O-] (stereo partly drawn)
    -1 | i | i
COc1ccc(CNC(=O)C(C)N2CCN(S(=O)(=O)c3ccccc3F)CC2)cc1 (stereo not drawn)
    -1 | i | i
O=C(COC(=O)/C=C/c1ccc(F)cc1)NC1CC1
    -1 | i | i
COc1ccc2ccc(OCC(=O)Nc3cc(C)on3)cc2c1
    2 | i | i
O=C(NCC(c1ccco1)N1CCCC1)c1cc(=O)[nH]c2ccccc12 (stereo not drawn)
    -3 | i | i
CCOc1ccc(NC(=O)CN(C)Cc2ccc3c(c2)OCO3)cc1S(=O)(=O)N1CCCC1
    0 | i | i
COc1cc(C(=O)NC(C)C2CC3CCC2C3)ccc1OC(F)F (stereo not drawn)
    3 | i | -12*
O=C(O)c1cccc(Sc2ccc(Br)cc2C(=O)O)c1
    -7 | i | i
C[C@H](CO)N1C[C@H](C)[C@@H](CN(C)C(=O)Nc2ccc(C(F)(F)F)cc2)Oc2c(cccc2N(C)C)C1=O
    5 | i | i
CC(=O)NC(c1cc(Cl)c2ccccc2c1O)C(C)C (stereo not drawn)
    1 | i | i
CC1(NC(=O)Cn2cc(C(F)(F)F)ccc2=O)CCS(=O)(=O)C1 (stereo not drawn)
    -3 | i | i
CCOC(=O)CC(=O)Nc1ncnc2c1C(c1ccccc1)c1c(ccc3ccccc13)O2 (stereo not drawn)
    9 | i | i
O=C(Nc1ccc(Oc2ccc(Br)cc2)cc1)C1=CC=CN2CCS(=O)(=O)N=C12
    -4 | i | i
Cc1ccc(S(=O)(=O)NCCN2CCN(S(=O)(=O)c3ccccc3Cl)CC2)cc1
    1 | i | i
CCCn1nc(C(=O)NNC(=O)c2ccc(OC(F)F)cc2)c2ccccc2c1=O
    1 | i | i
C=CCOc1ccc(/C=C/C(=O)OCC(=O)N2CCN(C(C)=O)CC2)cc1
    0 | i | i
Cc1onc(-c2ccccc2Cl)c1C(=O)OCC(=O)N1CCC(C)CC1
    -4 | i | i
O=C(Nc1ccc(Cl)cc1)C1(S(=O)(=O)c2ccccc2)CC1
    1 | i | i

Brought forward from above: seven entries; new compounds follow.
Every second line gives: HDAC3 inhib | TMEM16A act | KCNK3 block
CCOC(=O)CC(=O)Nc1ncnc2c1C(c1ccccc1)c1c(ccc3ccccc13)O2 (stereo not drawn)
    9 | i | i
O=C(Nc1ccc(Oc2ccc(Br)cc2)cc1)C1=CC=CN2CCS(=O)(=O)N=C12
    -4 | i | i
Cc1ccc(S(=O)(=O)NCCN2CCN(S(=O)(=O)c3ccccc3Cl)CC2)cc1
    1 | i | i
CCCn1nc(C(=O)NNC(=O)c2ccc(OC(F)F)cc2)c2ccccc2c1=O
    1 | i | i
C=CCOc1ccc(/C=C/C(=O)OCC(=O)N2CCN(C(C)=O)CC2)cc1
    0 | i | i
Cc1onc(-c2ccccc2Cl)c1C(=O)OCC(=O)N1CCC(C)CC1
    -4 | i | i
O=C(Nc1ccc(Cl)cc1)C1(S(=O)(=O)c2ccccc2)CC1
    1 | i | i
C[C@H](CO)N1C[C@H](C)[C@@H](CN(C)S(C)(=O)=O)Oc2ccc(NC(=O)Nc3ccc4c(c3)OCO4)cc2C1=O
    0 | i | i
COc1ccccc1C(=O)OCc1cc(=O)n2ccsc2n1
    2 | i | i
Cc1ccc(S(=O)(=O)N2CCOCC2)cc1C(=O)Nc1ccc2c(c1)OCCO2
    8 | i | i
CCC1CCCCN1C(=O)CSc1n[nH]c(N)n1 (stereo not drawn)
    -1 | i | i
CC(=O)C[C@H](O)CC(=O)[C@H]1OC(=O)[C@H](C)CCCCc2ccccc21
    -6 | i | i
C=CCOC(Cn1ccnc1)c1ccc(Cl)cc1Cl (stereo not drawn)
    7 | i | i
O=C(CNS(=O)(=O)c1c(F)cccc1F)NC1CCCc2ccccc21 (stereo not drawn)
    5 | i | i
COc1ccc(S(=O)(=O)N2CCOCC2)cc1C(=O)N(C)Cc1ccco1
    -1 | i | i
COc1cc(S(=O)(=O)N2CCn3cccc3C2C)ccc1NC(C)=O (stereo not drawn)
    0 | i | i
Cc1ccc(F)cc1NS(=O)(=O)c1ccc(Cl)s1
    7 | i | i
CC(=O)NC12CC3CC(C1)CC(C(=O)OCC(=O)Nc1c(F)cccc1F)(C3)C2
    2 | i | i
CC(=O)c1ccc(N2C(=O)CC(N3CCN(S(=O)(=O)c4ccc(C)c(C)c4)CC3)C2=O)cc1 (stereo not drawn)
    -9 | i | i
Cc1ccc(CN2CC(C(=O)NCCC3=CCCCC3)CC2=O)cc1 (stereo not drawn)
    0 | i | i
Cc1nnc(NC(=O)CCC(=O)N2CCN(S(=O)(=O)c3cc([N+](=O)[O-])ccc3C)CC2)s1
    9 | i | i
CCN(CC(=O)Nc1ccc(NC(C)=O)cc1)S(=O)(=O)/C=C/c1ccccc1
    1 | i | i
COc1ccc(NC(=O)Nc2ccc3c(c2)C(=O)N([C@H](C)CO)C[C@H](C)[C@@H](CN(C)S(=O)(=O)c2ccc(F)cc2)O3)cc1
    2 | i | i
O=C(COc1ccc(Br)cc1F)Nc1nnc(C2CC2)s1
    -3 | i | i
Cc1ccc(CONC(=O)c2ccc(C)cc2)cc1
    5 | i | i
NS(=O)(=O)c1ccc(CNC(=O)c2ccc(Cl)c(S(=O)(=O)NCc3ccccc3)c2)cc1
    0 | i | i
Cc1cc(C(=O)COC(=O)c2ccc(O)cc2)c(C)n1CC(F)(F)F
    3 | i | i
COc1ccc(CC(=O)Nc2ccc(S(=O)(=O)N3CCC(C)CC3)cc2)c(OC)c1
    4 | i | i
CC1CCCCC1NC(=O)COc1ccc(C#N)cc1 (stereo not drawn)
    2 | i | i
O=C(CNC(=O)c1ccc2ccccc2c1)NC1CCCCC1
    4 | i | i
Cc1ccc(NC(=O)CN(C)C(=O)CSc2nnc(N)s2)cc1
    1 | i | i
CCCCN1C(=O)c2ccc(C(=O)OCC(=O)N3CCN(c4ccccc4)CC3)cc2C1=O
    -5 | i | i
CCOc1ccccc1NC(=O)c1cc(-c2ccccn2)nc2ccccc12
    1 | i | i
Cc1cccc(N2CCN(C(=O)CCc3nc4ccccc4c(=O)[nH]3)CC2)c1C
    2 | i | i
O=C(/C=C/c1cccc([N+](=O)[O-])c1)OCC(=O)N1CCOCC1
    -2 | i | i
CC(OC(=O)c1ccc2ccccc2c1)C(=O)N(C)Cc1ccccc1 (stereo not drawn)
    3 | i | i
CC1(C2CC2)NC(=O)N(CC(=O)Nc2ccc(Cl)c([N+](=O)[O-])c2)C1=O (stereo not drawn)
    7 | i | i

The list goes on:
Every second line gives: HDAC3 inhib | TMEM16A act | KCNK3 block
CCOc1ccc(S(=O)(=O)N2CCN(C(=O)c3ccc(C)c(S(=O)(=O)N4CCOCC4)c3)CC2)cc1
    1 | i | i
COc1ccccc1NC(=O)COc1cccnc1[N+](=O)[O-]
    6 | i | i
COc1ccc(C(=O)OCCc2cc3ccccc3c(=O)o2)cc1
    2 | i | i
Cc1ccccc1NC(=O)CON=C(N)c1ccccc1
    -3 | i | i
Cc1cc(C)c(C)c(S(=O)(=O)N2CCN(C(=O)c3cc(S(=O)(=O)N4CCOCC4)ccc3F)CC2)c1C
    1 | i | i
CCCn1nc(C(=O)Nc2nc(-c3ccccn3)cs2)c2ccccc2c1=O
    7 | i | i
Cc1ccccc1NC(=O)COC(=O)c1cccc(S(=O)(=O)N2CCCCC2)c1
    6 | i | i
C=CCn1c(SCC(=O)c2ccc(O)c(O)c2)nnc1-c1cccc(C)c1
    5 | i | i
COc1ccc(NS(=O)(=O)c2cccc(C(=O)NN=Cc3cc(Br)c(O)c(Br)c3)c2)cc1
    2 | i | i
CSc1ccccc1C(=O)OCC(=O)N1CCN(C(C)=O)CC1
    2 | i | i
O=C(CCNC(=O)c1ccccc1Cl)Nc1cccc(S(=O)(=O)N2CCCC2)c1
    -1 | i | i
O=C(CCC(=O)Nc1ccccc1Cl)NNC(=O)C1CCCCC1
    3 | i | i

Whole records as entered above:
O=C(CCC(=O)Nc1ccccc1Cl)NNC(=O)C1CCCCC1 reads HDAC3 inhib: 3; TMEM16A act: i; KCNK3 block: i
COc1ccc(NS(=O)(=O)c2cccc(C(=O)NN=Cc3cc(Br)c(O)c(Br)c3)c2)cc1 reads HDAC3 inhib: 2; TMEM16A act: i; KCNK3 block: i
